# Screens deposited in PubChem by National Center for Advancing Translational Sciences (NCATS).
# KinaseGlo FLuc: counter-screen: inhibitors of Kinase-Glo firefly luciferase | Potency, µM (doses to about 38.3 µM), for inactives: at the top dose activity change, negative = inhibition, most hits filed as inhibitors | Q27757 | 200,000 compounds, 0.28% hits | Kinase-Glo luciferase, ATP luminescence, 8 min | AID 1379; also: potency is read from the fitted curve at half-maximal effect; % is scaled to controls: 0 for no effect and ±100 for the full control effect; nearly all actives have a fitted effect of over 60% in size
#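 Recombinant Kinase-Glo luciferase, 10 uM ATP (linear range), luciferin; imidazole pH 7.2 / KCl / MgCl2 / Tween / BSA buffer; 8 min RT; luminescence.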
# IMPase Li inh: membrane-permeable IMPase blocker, potentiated with lithium | CHO-M1 cells, IP1 TR-FRET (IP-One), carbachol + lithium | Potency, µM (series often up to 59.4 µM), inactives show top-dose activity, negative = IMPase inhibition, hits mostly inhibitors | 210,000 compounds, 0.35% hits;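 also: IP1 builds up when IMPase is blocked and the TR-FRET signal falls; potency is read from the fitted curve at half-maximal effect; plate controls were basal vehicle for no effect and high inhibitor control for full effect; nearly all actives have a fitted effect of over 50% in size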
#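 Test compounds were applied to CHO-M1 cells previously cultured for 16–30 h at 2000 per well. A small lithium amount accompanied them; after 30 min at 37C, IP1 was quantified by TR-FRET.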
# SMN2 splice up: enhancers of SMN2 splice variant expression. HEK293 SMN2-luciferase splicing reporter, luminescence, 30-36 h. Potency, µM (doses to about 46.1 µM), for the others: top-dose activity change, positive = activation, hits mostly activators. 210,000 compounds, 2.8% hits; also: potency is read from the fitted curve at half-maximal effect; % of control where 0% means no effect; nearly all actives have a fitted effect of over 55% in size
#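 HEK293 cells carry an SMN2 minigene-luciferase reporter in which exon 7 inclusion puts luciferase in frame. Cells were seeded at 2000 cells/well, attached for 10-12 hours, then exposed to compounds for 30-36 hours at 37C before ONE-Glo luminescence.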
# CBFb RUNX1 block: CBF-beta/RUNX1 interaction disruption | AlphaScreen CBFb-His/RUNX1-biotin binding, biochemical | Potency, µM (doses to about 59.8 µM), without a hit: at the top dose activity, negative = inhibition, usual class: inhibitors | 230,000 tested, under 10 active | AID 1477; also: % of control where 0% means no effect
# Target sequence (Q01196 whole entry, looked up): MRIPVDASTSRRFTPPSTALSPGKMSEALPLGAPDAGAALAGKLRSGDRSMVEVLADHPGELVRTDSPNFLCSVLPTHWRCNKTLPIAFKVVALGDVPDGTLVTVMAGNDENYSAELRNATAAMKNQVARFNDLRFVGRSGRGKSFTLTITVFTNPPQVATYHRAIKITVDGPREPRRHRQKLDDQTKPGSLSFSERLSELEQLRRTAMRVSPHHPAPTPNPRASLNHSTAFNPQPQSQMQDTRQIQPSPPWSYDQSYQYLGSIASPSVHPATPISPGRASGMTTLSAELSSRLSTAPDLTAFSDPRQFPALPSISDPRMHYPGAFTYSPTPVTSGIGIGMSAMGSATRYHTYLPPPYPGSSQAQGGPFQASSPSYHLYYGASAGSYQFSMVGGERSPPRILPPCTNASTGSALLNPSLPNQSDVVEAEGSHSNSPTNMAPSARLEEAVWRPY
# Target sequence (Q13951 whole entry, looked up): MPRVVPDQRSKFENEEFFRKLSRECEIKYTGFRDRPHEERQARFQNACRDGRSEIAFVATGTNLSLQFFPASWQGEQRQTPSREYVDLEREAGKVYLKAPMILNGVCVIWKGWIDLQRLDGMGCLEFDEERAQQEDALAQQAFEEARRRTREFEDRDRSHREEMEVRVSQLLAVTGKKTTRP
#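 CBFb-His/RUNX1-biotin, 30 nM each, preincubated 20 min RT; compound 15 min RT; Ni + streptavidin beads 50 ng each, 90 min RT; AlphaScreen read.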
# Lamin A splicing: LMNA splicing modulation; 200,000 compounds, 0.01% hits; HeLa LMNA splicing GFP/RFP minigene ratio, 48 h; Potency, µM (series often up to 46.1 µM), for the others: at the top dose ratio change, negative = inhibition, usual class: inhibitors; active = well fitted inhibition curve with a large enough effect in the signal ratio, with a control signal flat, not every such curve was filed as active; inconclusive = small, poorly fitted or top-dose-only effect, or effect the other way, or a change in a side signal; the % refers to the signal ratio; also: potency is read from the fitted curve at half-maximal effect; % is scaled to controls: 0 for no effect and ±100 for the full control effect
#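 Read-out is the ratio of GFP to DsRed2 object intensity, acquired by 488 nm laser-scanning cytometry on HeLa lamin A-EGFP minigene reporter cells. Compound incubation 48 hrs at 37 °C in Opti-MEM with 2% FBS; DMSO 0.5% final.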
# HTT aggregate: inhibitors of mutant huntingtin aggregate formation in PC12 cells; PC12 HttQ103-GFP aggregates, Acumen cytometry, 40 h; Potency, µM (top dose mostly 46.1 µM), for inactives: at the top dose activity change, negative = inhibition, most hits filed as inhibitors; 220,000 compounds, 1.1% hits; AID 1688; also: potency is read from the fitted curve at half-maximal effect; % is scaled to controls: 0 for no effect and ±100 for the full control effect; nearly all actives have a fitted effect of over 60% in size
#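 Huntingtin Q103 exon 1–GFP aggregates in induced PC12 cells (100 nM tebufenozide) were quantified by cytometry from lysates, with compounds dosed in titration.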
# HTT cytoprotect: cytoprotection in Huntington HTT-Q103 PC12 cell model; PC12 HTT-Q103 induced, cytoprotection, ATP luminescence, 40 h; Potency, µM (doses to about 56.4 µM), for the others: cytoprotection (ATP increase), actives largely listed as activators; 230,000 compounds, 0.14% hits; AID 1471;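 also: potency is read from the fitted curve at half-maximal effect; % of control where 0% means no effect; nearly all actives have a fitted effect of over 45% in size; toxic huntingtin expression switched on by the ecdysone agonist tebufenozide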
#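 PC12 cells with ecdysone-inducible HTT exon 1 Q103-GFP, induced with 100 nM tebufenozide and co-treated with library compounds in a dose series (1536-well, 1500 cells/well). Cytoprotection read as ATP content by ATPlite luminescence.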
# An asterisk follows results filed as active; ? = inconclusive; · = no result given; & = joins results of further samples; [ ] = dose if it differs, or a comment. Unless noted, calls follow the shape of the dose curve; as a rule, active = well fitted curve in the direction sought with a large enough effect; inconclusive = small, poorly fitted or top-dose-only effect, or another doubt; inactive = no such curve, though single readings can be large; an effect the other way counts as inactive or inconclusive.
# The line under a structure holds: KinaseGlo FLuc	SMN2 splice up	HTT aggregate	IMPase Li inh	Lamin A splicing	CBFb RUNX1 block	HTT cytoprotect
- CCOC(=O)C(NC(C)=O)C(OC(C)=O)c1cccc(N(CCO)CCO)c1 (configuration not stated)
    -1%	3%	0%	3%[38.3 µM]	1%	4%	-19%
- Cc1cc(C)n2nc(C(=O)N/N=C/C=C/c3ccccc3)nc2n1
    ·	·	?	·	·	-3%	35%[10 µM]
- COCCn1c(-c2ccccc2)nc2oc3ccccc3c(=O)c2c1=O
    0%	-2%	20%	-3%[38.3 µM]	-6%	8%	-30%[0.074 µM]
- CCCn1nnnc1SCC(=O)NCc1ccc(OC)cc1
    2%	4%	-3%	16%[38.3 µM]	-10%	3%	10%
- CC1(C)CC2CC(C)(CN2C(=O)c2ccccc2)C1 (configuration not stated)
    -3%	·	0%[9.22 µM]	3%	·	-3%	0%[10 µM]
- CC1(c2cccc([N+](=O)[O-])c2)CC(C)(C)N(C(=O)c2ccccc2)c2ccccc21 (configuration not stated)
    4%	-67%[inhibitor]	12%	0%	?	0%	6%[10 µM]
- CCOC(=O)C(=O)Nc1ccc(S(=O)(=O)N2CCOCC2)cc1OC
    2%	2%	-5%[9.22 µM]	31%[activator][38.3 µM]	14%	0%	-3%
- Nc1ccc(C(=O)Oc2ccccc2)c(O)c1
    -6%	?	28%	0%	?	·	-320%[inhibitor]
- Nc1cccc2cc(S(=O)(=O)Nc3ccc(C(=O)O)cc3)ccc12
    -3%[7.66 µM]	0%[9.22 µM]	·	4%	·	·	-10%[10 µM]
- CCCC1CCc2c(sc(NC(=O)OCC)c2C#N)C1 (configuration not stated)
    -2%	10%	1%	10%	?	0%	-7%[10 µM]
- COc1cccc2[nH]c(C(=O)NN)c(N)c12
    ·	·	-3%[9.22 µM]	·	·	-3%	-10%[10 µM]
- Cc1cc(C)c2nc(C)cc(Nc3ccc(C(=O)N4CCOCC4)cc3)c2c1
    ·	·	-11%[9.22 µM]	·	·	5%	-3%[10 µM]
- CCCS(=O)(=O)N1CCN(Cc2ccccc2C(F)(F)F)CC1
    -4%	5%	-12%	-7%[38.3 µM]	9%	14%	-11%
- CC1(C)CC(=O)C2=C(C1)Nc1ccccc1S2
    ·	·	3%[9.22 µM]	·	·	-9%	4%[10 µM]
- O=C(NCCC(c1ccccc1)c1ccccc1)c1cnc2sccn2c1=O
    2%	2%	?	5%	·	9%	·
- CC(=O)NC1C(=O)N(Cc2ccccc2)c2ccc(Br)cc21 (configuration not stated)
    ·	·	26%[9.22 µM]	·	·	4%	9%[10 µM]
- CCOC(=O)c1cnn(CCOC(=O)C2CC2)c1NC(=O)C1CC1
    -4%	-3%	-8%	2%[38.3 µM]	?	9%	-2%
- CC1=CS/C(=C(/C#N)C(=O)N2CCCCC2)N1c1ccccc1
    -1%	15%	-15%	27%[38.3 µM]	4%	0%	-11%
- COc1ccccc1-c1c(NC(=O)C(C)C)n(C)c2ccccc2c1=O
    ·	·	18%[9.22 µM]	·	·	6%	44%[10 µM]
- CCn1c(O)c(C=NCCN2CCOCC2)sc1=S
    -3%	?	9%	30%[38.3 µM]	-1%	2%	2%
- COc1ccc(Cc2noc(CN(C)Cc3cccc(-n4cccn4)c3)n2)cc1OC
    -4%	·	-1%[9.22 µM]	12%	31%[46 µM]	2%	-2%[10 µM]
- O=C(c1ccccc1)c1ccc2nc(N3CCN(C(=O)c4ccco4)CC3)c3nncn3c2c1
    -5%	-11%	33%	11%[38.3 µM]	3%	-8%	-22%
- NC(=O)CSc1nnc(COc2ccccc2)n1C1CCCCC1
    -3%	?	-6%	2%[38.3 µM]	2%	2%	9%
- CCCc1cc(=O)oc2c(CN3CCOCC3)c(O)ccc12
    -2%	4%	-2%	?	4%	-2%	2%
- CCc1ccc(CN(C)C(=O)CCc2nnc(CCc3ccccc3OC)o2)nc1
    -7%	·	-22%[9.22 µM]	6%	17%[46 µM]	3%	-1%[10 µM]
- CCCCCCC(=O)N1C/C=C\C(c2ccc(OC)cc2)N(Cc2ccc(F)cc2)C(=O)C1 (configuration not stated)
    ·	·	5%[9.22 µM]	·	·	13%&9%	-16%[10 µM]
- CN(C)c1ccc(C(=C2C=CC(=[N+](C)C)C=C2)c2ccccc2)cc1
    -1%[7.66 µM]	-7%[9.22 µM]	?	-1%&158%	?	?	-54%[inhibitor][10 µM]
- COc1cccc(NC(=O)CCN2CCN(c3ccccc3F)CC2)c1
    -4%	15%	11%	-1%[38.3 µM]	-6%	-1%	-74%[inhibitor]
- CCN(CC)CCCN(C(=O)c1cccs1)c1nc(-c2ccc(OC)cc2)cs1
    -6%	-34%[inhibitor]	-3%	23%[38.3 µM]	?	-2%	-26%
- Cc1cc(C=O)c(C)n1-c1ccc(N2CCOCC2)c([N+](=O)[O-])c1
    0%	-46%[inhibitor]	-13%	-2%	0%[46 µM]	-10%	-18%
- CN(CCC#N)C(=O)COC(=O)c1ccc(Cl)cc1O
    1%	-1%	-8%	-4%	·	-5%	15%
- Cc1cc(NS(=O)(=O)c2ccc(NC(=S)NC(=O)c3ccc(F)cc3)cc2)no1
    0%	3%	26%	-1%	5%	3%	23%[10 µM]
- Cc1cc(C)nc(SCCS(=O)(=O)Cc2ccccc2)n1
    3%	23%	-16%	5%[38.3 µM]	-14%	2%	7%[0.074 µM]
- CCOC(=O)N1C2=NC(C(=O)OC)=C(C(=O)OC)[C@@H]3N(C)c4ccc(OC)cc4[C@]23C[C@H]1C(=O)OC
    -5%[7.66 µM]	6%[9.22 µM]	·	1%	-3%[9.22 µM]	18%[13.1 µM]	-13%[10 µM]
- Cc1c(N=C2SCC(=O)N2c2c(C)n(C)n(-c3ccccc3)c2=O)c(=O)n(-c2ccccc2)n1C
    7%	8%	0%[9.22 µM]	-24%[38.3 µM]	6%	-1%	14%
- Cc1onc(-c2c(Cl)cccc2Cl)c1C(=O)n1nnc2ccccc21
    4%	-4%	-4%[9.22 µM]	-2%[38.3 µM]	-2%	2%	24%
- CC(NC(=O)c1cccc(C(F)(F)F)c1)C1CCCO1 (configuration not stated)
    -4%	-14%	6%	23%[38.3 µM]	13%	10%	1%[1.9 µM]
- COc1cccc(NC(=O)c2ccc(Cn3cc([N+](=O)[O-])cn3)o2)c1
    -3%	12%	-6%	14%	6%	4%	-7%[0.074 µM]
- COc1cc2ccccc2cc1C(=O)O
    2%	·	-4%	17%[38.3 µM]	5%	0%	-15%
- O=C(NCCc1ccccc1)c1ncn[nH]1
    -3%	5%	-1%	4%	-5%	9%	10%[0.074 µM]
- O=C(Oc1ccc2c(c1)OCO2)C12CC3CC(CC(C3)C1)C2
    4%	15%	2%	-9%	?	1%	-33%[10 µM]
- COc1cccc(-c2nn(C)c3sc(C(=O)NCc4ccccn4)cc23)c1
    4%	17%	-13%	18%[38.3 µM]	?	-2%	-23%
- COc1cccc2c(Cl)c(CC=C(Cl)Cl)c(C)nc12
    0%	·	2%[9.22 µM]	-4%	·	18%	-9%[10 µM]
- CCOC(=O)CSc1nnc(-c2cccc(Cl)c2)n1CC
    10%	-18%	1%	3%[38.3 µM]	6%	8%	11%[10 µM]
- Cc1nc2c(C#N)cnn2c2c1CCN2CC1CCCO1 (configuration not stated)
    -2%	5%	?	4%	·	-3%	-19%[10 µM]
- N#CC1=C(C2CC2)CC(c2ccccc2)C(C#N)=C1N (configuration not stated)
    2%	-14%	14%	4%[38.3 µM]	18%	-6%	-22%[0.074 µM]
- CCN(CC)C(=O)CSc1nc(-c2cccs2)cc(-c2cccs2)c1C#N
    -2%	-33%[inhibitor]	-13%	-10%	-7%	4%	-19%[10 µM]
- C1CN=C(NC23CC4CC(CC(C4)C2)C3)C1
    1%	-7%	-8%	5%	-1%	7%	·
- Cc1cc(NS(=O)(=O)c2ccc(NC(=O)CCN3C(=O)c4ccccc4C3=O)cc2)no1
    2%	2%	7%	15%[38.3 µM]	-10%	6%	34%[10 µM]

# Exported as comma-separated lines: part of the list above
structure,KinaseGlo FLuc,SMN2 splice up,HTT aggregate,IMPase Li inh,Lamin A splicing,CBFb RUNX1 block,HTT cytoprotect
CCCn1nnnc1SCC(=O)NCc1ccc(OC)cc1,2%,4%,-3%,16%[38.3 µM],-10%,3%,10%
CC1(C)CC2CC(C)(CN2C(=O)c2ccccc2)C1 (configuration not stated),-3%,·,0%[9.22 µM],3%,·,-3%,0%[10 µM]
CC1(c2cccc([N+](=O)[O-])c2)CC(C)(C)N(C(=O)c2ccccc2)c2ccccc21 (configuration not stated),4%,-67%[inhibitor],12%,0%,?,0%,6%[10 µM]
CCOC(=O)C(=O)Nc1ccc(S(=O)(=O)N2CCOCC2)cc1OC,2%,2%,-5%[9.22 µM],31%[activator][38.3 µM],14%,0%,-3%
Nc1ccc(C(=O)Oc2ccccc2)c(O)c1,-6%,?,28%,0%,?,·,-320%[inhibitor]
Nc1cccc2cc(S(=O)(=O)Nc3ccc(C(=O)O)cc3)ccc12,-3%[7.66 µM],0%[9.22 µM],·,4%,·,·,-10%[10 µM]

# An excerpt of these results, as tab-separated lines:
structure	KinaseGlo FLuc	SMN2 splice up	HTT aggregate	IMPase Li inh	Lamin A splicing	CBFb RUNX1 block	HTT cytoprotect
CC(=O)NC1C(=O)N(Cc2ccccc2)c2ccc(Br)cc21 (configuration not stated)	·	·	26%[9.22 µM]	·	·	4%	9%[10 µM]
COc1cccc(NC(=O)c2ccc(Cn3cc([N+](=O)[O-])cn3)o2)c1	-3%	12%	-6%	14%	6%	4%	-7%[0.074 µM]
